Assay outcomes (PubChem BioAssay)
MITF inh: human MITF inhibition, primary screen; O75030; AlphaScreen MITF homodimerization, bead proximity signal; inhibition, % at 2.6 µM; hit rate 0.91% among 650,000; in the data active = inhibition above about 50%;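 also: 0% = vehicle wells with protein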
Target sequence (O75030 whole entry, looked up): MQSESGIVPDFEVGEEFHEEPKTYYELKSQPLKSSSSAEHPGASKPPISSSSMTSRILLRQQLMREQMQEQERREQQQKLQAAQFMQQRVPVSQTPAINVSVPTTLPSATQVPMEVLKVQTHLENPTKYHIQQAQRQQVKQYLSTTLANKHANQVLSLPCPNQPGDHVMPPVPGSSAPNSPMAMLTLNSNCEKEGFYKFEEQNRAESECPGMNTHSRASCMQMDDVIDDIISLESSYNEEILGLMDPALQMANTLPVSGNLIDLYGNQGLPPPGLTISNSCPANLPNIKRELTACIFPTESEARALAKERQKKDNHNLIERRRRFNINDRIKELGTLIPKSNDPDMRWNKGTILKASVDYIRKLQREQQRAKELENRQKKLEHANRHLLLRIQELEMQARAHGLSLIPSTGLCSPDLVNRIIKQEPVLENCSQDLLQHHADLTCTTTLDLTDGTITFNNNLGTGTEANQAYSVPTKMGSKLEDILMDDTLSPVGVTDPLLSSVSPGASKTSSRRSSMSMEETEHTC
GPR151 ag: human GPR151 activation; Q8TDV0; PathHunter beta-arrestin GPR151 cells, luminescence; activation, % at 11.2 µM; hit rate 1% among 650,000; AID 1508602; in the data active = activation above about 4.9%;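 also: 0% = median of compound wells and 100% = cells with positive control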
Target sequence (Q8TDV0 whole entry, looked up): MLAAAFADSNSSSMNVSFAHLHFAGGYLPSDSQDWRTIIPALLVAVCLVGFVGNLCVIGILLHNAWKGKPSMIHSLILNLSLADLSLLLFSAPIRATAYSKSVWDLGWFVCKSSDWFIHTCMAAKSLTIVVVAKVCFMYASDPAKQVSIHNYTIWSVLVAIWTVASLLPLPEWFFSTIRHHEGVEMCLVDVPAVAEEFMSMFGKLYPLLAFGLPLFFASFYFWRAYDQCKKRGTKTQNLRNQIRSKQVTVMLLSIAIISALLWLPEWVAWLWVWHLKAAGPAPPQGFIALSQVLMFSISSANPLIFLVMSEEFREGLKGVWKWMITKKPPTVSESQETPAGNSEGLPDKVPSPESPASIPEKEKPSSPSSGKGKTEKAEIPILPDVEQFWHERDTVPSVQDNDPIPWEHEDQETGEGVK
TEAD-YAP inh: TEAD-YAP interaction inhibition. inhibition, % at 9.12 µM. AID 1259422. hit rate 1.4% among 640,000. HEK-TIYL cells, TEAD-Gal4/YAP UAS-luciferase luminescence; in the data active = inhibition above about 32%;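 also: 0% = median of test compound wells and 100% = reference inhibitor wells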
FBW7 activator: activators of human E3 ligase FBW7. Q969H0. AlphaScreen FBW7–phospho-cyclin E peptide binding, activator screen. normalized activity (activation), % at 26.1 µM. hit rate 0.13% among 650,000. AID 1259310; in the data active = normalized activity above about 1.9%;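 also: purified mutant Fbw7 with reduced substrate affinity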
* hit, by the source's call; . = not tested or not shown; & = joins results of further samples. An excerpt; rates above refer to the full screens.

SMILES	MITF inh	GPR151 ag	TEAD-YAP inh	FBW7 activator
Cc1ccc(Sc2cc(C(=O)N3CCC4(CC3)OCCO4)c3ccccc3n2)cc1	-8	-0.5	-6	0.0
Clc1ccc(C(c2ccc(Cl)cc2)C(Cl)(Cl)Cl)cc1	6	-1.1	0	0.0
C[C@@H]1NC(=O)[C@H]2CN(Cc3cccc4ncccc34)CCN2C1=O	-11	-1.1	1	-0.2
CC(C)N1CCC2(CC1)CC(=O)c1ccccc1O2	11	1.5	-4	0.4
CCCC(=O)NC(Oc1ccccc1[N+](=O)[O-])C(Cl)(Cl)Cl (stereo not drawn)	12	0.2	2	0.0
O=C1CC(=O)N(c2ccc(Cl)cc2)C(=S)N1	13	2.1	-4	0.0
CCCC(=O)NC(Oc1cccc(NC(C)=O)c1)C(Cl)(Cl)Cl (stereo not drawn)	3	1.0	6	0.2
O=C(Cc1ccccc1)N1CCN(CC2CC3C=CC2C3)CC1 (stereo not drawn)	23	0.0	3	0.1
O=C(Nc1cccc(Cl)c1)N1CCC2(CC1)OCc1cc(F)ccc1O2	20	0.5	1	-0.4
Cc1ccc(C(c2c(O)c3ccccc3oc2=O)c2c(O)c3ccccc3oc2=O)cc1	-7	1.2	4	0.0
Cc1ccccc1-n1c(/C=C/c2ccc(N(C)C)cc2)nc2ccccc2c1=O	-32	1.4	1	0.3
FC(F)(F)c1cccc(N2CCNCC2)c1	7&-4	-0.1&-0.1	3&1	0.0&0.1
CCOC(=O)C(C)Oc1cc(C)cc2oc(=O)c3c(c12)CCCC3 (stereo not drawn)	7	0.1	15	0.2
CN1CCN(c2ccc([N+](=O)[O-])c(NCCO)c2)CC1	-4	11*	0	0.1
Cc1ccc2onc(CNC(=O)N3CCC4(CC3)OCCO4)c2c1	-1	2.2	0	-0.1
COc1cc2c3c(c1OC)-c1ccccc1CC3N(C)CC2 (stereo not drawn)	10	2.2	5	-0.1
CCC(C)C(=O)O[C@@H]1C[C@@]2(C)[C@H](c3ccoc3)OC(=O)CC23OC2(C)OC34[C@H](OC(=O)C(C)C)[C@@]3(O)[C@@H](OC(=O)C5(C)OC5C)[C@@]5(C)C[C@]3(O)[C@@](C)([C@H]5CC(=O)OC)C14O2 (stereo partly drawn)	3	0.0	-6	0.0
Cc1nn(CCC#N)c2c1P(=S)(N1CCOCC1)OC(c1ccc(F)cc1)=N2 (stereo not drawn)	15	-0.9	1	-0.1
CC(=O)OCC#CCN1CCCCC1c1cccnc1 (stereo not drawn)	-12	0.9	-6	-0.1
COc1ccc(OCC(=O)Nc2ccc([N+](=O)[O-])cc2C(=O)c2ccccc2)cc1	4	0.9	-5	0.1
CN1CCN(Cc2ccccc2OC2CCCC2)CC1CCO (stereo not drawn)	0	-0.1	3	0.1
O=C1NC(=O)C(C2c3c([nH]c(=O)[nH]c3=O)Oc3ccc4ccccc4c32)C(=O)N1 (stereo not drawn)	12	0.4	-28	-0.3
Cc1[nH]c2ccccc2c1CC1C(=O)N(C)C(=O)N(C)C1=O	-8	-1.2	2	-0.2
CSc1ccc(CN2CCN(C(=O)COc3ccc(Br)cc3)CC2)cc1	10	1.2	11	0.0
Cc1ccc(-n2c(/C=C/c3cccs3)nc3ccccc3c2=O)cc1	16	-0.7	16	0.1
CCOC(=O)CC1=C(C(=O)OCC)C2(C(=O)Nc3ccccc32)C(C(=O)OC)=C(N)O1 (stereo not drawn)	1	-1.4	2	0.6
O=[N+]([O-])c1ccc(N2CCCNCC2)c2ncccc12	1	-0.9	-2	0.0
O=c1c2cc([N+](=O)[O-])ccc2nc(CN2CCC(O)CC2)n1-c1ccccc1F	4	-0.4	-2	-0.1
Cc1cc(OCc2ccc(F)cc2Cl)c2c3c(c(=O)oc2c1)CCCC3	4	-0.2	1	0.1
CCc1nc(CN2CCCC(C(=O)c3cc(Cl)ccc3OC)C2)c(C)[nH]1 (stereo not drawn)	11	-0.7	5	0.5
CC(C)=CC1C(C(=O)OCn2ncn(Cc3ccccc3)c2=S)C1(C)C (stereo not drawn)	8	0.9	-2	0.1
C=CCOc1ccc(CNC(C)C(O)c2ccccc2)cc1 (stereo not drawn)	2	4.0	13	0.0
COc1ccc(CN2CCN(C)C(CCO)C2)c(OC)c1OC (stereo not drawn)	4	-0.6	4	-0.1
CCOC(OCC)P(=O)(O)CCCN	-10	1.6	.	-0.1
CN1CCC(N(C)c2nc(-c3ccc([N+](=O)[O-])cc3)nc3ccccc23)CC1	5	0.9	8	-0.3
Cc1ccsc1C=C1C(=O)NC(=S)NC1=O	-6	1.8	-7	-0.6
O=c1c2ccccc2nc(N2CCOCC2)n1-c1ccccc1	-9	-0.9	-5	-0.2
COc1cccc(CN2CCN(CC(C)C)C(CCO)C2)c1 (stereo not drawn)	9	-0.2	5	0.1
CCOC(=O)c1nc2ccccc2c(=O)n1-c1cc(Cl)cc(Cl)c1	3	-1.1	7	0.3
O=[N+]([O-])c1ccc(N2CCN(Cc3cc(F)ccc3F)CC2)cc1	58*	-1.3	0	0.1
Cc1ccc(NC(=O)c2cc3cccnc3n(Cc3ccccc3F)c2=O)cc1C	11	-0.5	8	0.0
CCOC(=O)c1[nH]c(C)c(C(=O)N2CCC3(CC2)OCCO3)c1C	-2	-0.1	3	0.0
O=C(Nc1ccc(Br)cc1C(=O)c1ccccc1Cl)c1cccc(C(F)(F)F)c1	4	-0.5	5	-0.1
S=C(c1ccc(Cl)cc1)N1CCOCC1	20	-0.4	1	-0.1
COCCCn1c(N)c(C(=O)OCC(C)C)c2nc3ccccc3nc21	28	0.8	13	-0.4
c1ccc(CCNCc2ccco2)cc1	14	0.1	-3	-0.3
COC(=O)[C@@H]1C[C@H](OC(C)=O)C(=O)[C@H]2[C@@]1(C)CC[C@H]1C(=O)O[C@H](c3ccoc3)C[C@]21C	23	-2.4	-9	-0.3
COC(=O)C1=C(C)OC(N)=C(C(=O)OC)C12C(=O)Nc1ccccc12 (stereo not drawn)	9	0.2	1	0.3
C=C1C[C@@H](c2ccccc2)N2CCC[C@H]2[C@H]1C	-5	0.4	-6	0.0
O=C1NC(=O)C(=CN2CCc3ccccc32)C(=O)N1	12	1.4	13	-1.1
Oc1ccc(CN2CCN(Cc3ccccc3)CC2)cc1	4	-0.5	-10	-0.1
CCN1CCN(Cc2cc(OC)c(OC)c(OC)c2)CC1	52*	-0.5	5	0.7
O=C(NC(=S)N1CCCCC1c1cccnc1)c1cccs1 (stereo not drawn)	5	-1.0	-7	-0.1
CC(Cc1cncs1)NC1CCN(c2ccc(NC(=O)C3CCCC3)cc2)CC1 (stereo not drawn)	-11	-1.2	9	0.3
CCOc1ccc(C(=O)Nc2ccc(Cl)cc2C(=O)c2ccccc2)cc1	-4	-1.2	-6	-0.1
CCn1ccnc1CN1CCCC(C(=O)c2ccc(C(C)(C)C)cc2)C1 (stereo not drawn)	-5	1.4	5	-0.1
CCCCn1c(=O)c(C(=O)NCc2ccccc2)c(O)c2ccccc21	-3	0.1	-6	0.0
CC(=O)Oc1cc(C)cc2oc(=O)c3c(c12)CCCC3	20	0.8	6	0.6
COc1cccc(-n2c(C)nc3ccc(I)cc3c2=O)c1	10	-0.4	-14	0.1
CCOC(=O)c1nc2ccccc2c(=O)n1-c1ccc(F)cc1Cl	-6	-2.1	7	0.0

Compounds above with a carbonyl joined to an NH by a bond outside any ring, in the order listed:
SMILES	MITF inh	GPR151 ag	TEAD-YAP inh	FBW7 activator
CCCC(=O)NC(Oc1ccccc1[N+](=O)[O-])C(Cl)(Cl)Cl (stereo not drawn)	12	0.2	2	0.0
CCCC(=O)NC(Oc1cccc(NC(C)=O)c1)C(Cl)(Cl)Cl (stereo not drawn)	3	1.0	6	0.2
O=C(Nc1cccc(Cl)c1)N1CCC2(CC1)OCc1cc(F)ccc1O2	20	0.5	1	-0.4
Cc1ccc2onc(CNC(=O)N3CCC4(CC3)OCCO4)c2c1	-1	2.2	0	-0.1
COc1ccc(OCC(=O)Nc2ccc([N+](=O)[O-])cc2C(=O)c2ccccc2)cc1	4	0.9	-5	0.1
Cc1ccc(NC(=O)c2cc3cccnc3n(Cc3ccccc3F)c2=O)cc1C	11	-0.5	8	0.0
O=C(Nc1ccc(Br)cc1C(=O)c1ccccc1Cl)c1cccc(C(F)(F)F)c1	4	-0.5	5	-0.1
O=C(NC(=S)N1CCCCC1c1cccnc1)c1cccs1 (stereo not drawn)	5	-1.0	-7	-0.1
CC(Cc1cncs1)NC1CCN(c2ccc(NC(=O)C3CCCC3)cc2)CC1 (stereo not drawn)	-11	-1.2	9	0.3
CCOc1ccc(C(=O)Nc2ccc(Cl)cc2C(=O)c2ccccc2)cc1	-4	-1.2	-6	-0.1
CCCCn1c(=O)c(C(=O)NCc2ccccc2)c(O)c2ccccc21	-3	0.1	-6	0.0

Sorted by length of the SMILES (ascending): part of the list above
SMILES	MITF inh	GPR151 ag	TEAD-YAP inh	FBW7 activator
c1ccc(CCNCc2ccco2)cc1	14	0.1	-3	-0.3
CC(=O)Oc1cc(C)cc2oc(=O)c3c(c12)CCCC3	20	0.8	6	0.6
CCn1ccnc1CN1CCCC(C(=O)c2ccc(C(C)(C)C)cc2)C1 (stereo not drawn)	-5	1.4	5	-0.1
CCOc1ccc(C(=O)Nc2ccc(Cl)cc2C(=O)c2ccccc2)cc1	-4	-1.2	-6	-0.1

Other compounds:
SMILES	MITF inh	GPR151 ag	TEAD-YAP inh	FBW7 activator
Cn1c(O)c(C=NCCOc2ccc(Cl)cc2)c(=O)n(C)c1=O	26	2.8	-4	0.4
O=[N+]([O-])c1cc(CN2CCN(Cc3ccccc3)CC2)ccc1O	1	0.3	5	-0.1
CC(C)N1CCN(Cc2ccc3c(c2)OCCO3)CC1CCO (stereo not drawn)	-6	-0.8	8	0.0
Clc1cccc(N2CCN(Cc3nc4ccccc4[nH]3)CC2)c1	10	1.0	6	-0.1
COc1ccc(/C=C/c2nc3ccccc3c(=O)n2-c2ccc(C)c(Cl)c2)cc1	0	0.3	-5	-0.2
CC1CN(c2ccc([N+](=O)[O-])cc2[N+](=O)[O-])CC(C)N1 (stereo not drawn)	9	1.3	1	0.0
C#CC(C)(C)NC1(c2nnnn2-c2c(C)cccc2C)CCCCC1	-2	0.1	-1	-0.1
Cc1ccc(N2C(=O)NC(=O)/C(=C/c3cn(C)c4ccccc34)C2=O)cc1	-5	0.6	-1	-0.2
N#CC1=C(N)Oc2c(c(=O)oc3ccccc23)C1CCc1ccccc1 (stereo not drawn)	8	-0.5	3	0.1
Brc1ccc2[nH]cc(/C=N/N3CCCCC3)c2c1	6	0.1	-4	-0.1
COc1cccc(-c2nn(C)c3sc(C(=O)N4CCC5(CC4)OCCO5)cc23)c1	-10	1.8	4	0.1
Cc1cccc(-n2c(/C=C/c3ccc(Cl)cc3)nc3ccccc3c2=O)c1	13	0.3	-3	-0.1
N#CC1=C(N)C(C#N)(C#N)C(c2ccccc2C(F)(F)F)C2CSCC=C12 (stereo not drawn)	-5	0.1	-1	-0.1
N#CC(C#N)=Cc1ccc(N2CCCC2)c(F)c1	16	-0.6	18	0.2
N#CCN1CCC(O)(c2cccnc2)CC1	3	1.1	-3	0.0
CN(C)C1=Nc2ccccc2P1(O)=S (stereo not drawn)	14	-1.0	2	0.7
CCN(CC)CCN1Cc2ccccc2C1=N	-5	1.8	0	0.2
Clc1ccc(N2CCN(Cc3ccccc3)CC2)cc1	-4	0.9	10	-0.1
CN1CCN(c2c(N)c(=O)oc3ccccc23)CC1	6	0.8	-4	0.1
Nc1c([N+](=O)[O-])ccc2nonc12	6	-0.6	11	0.2
C[C@H]1CC[C@@H]2[C@@H](C)[C@H]3[C@H](C[C@H]4[C@@H]5CC[C@H]6C[C@@H](O)CC[C@]6(C)[C@H]5CC[C@]34C)N2C1	-1	2.6	5	-0.1
O=C1CN(O)C(c2ccccc2)=c2cc(Br)ccc2=N1	-2	0.6	3	0.0
O=C(NCc1ccc(C(=O)N2CCC3(CC2)OCCO3)cc1)c1cccc(Br)c1	18	-1.1	1	-0.1
CCOP(=O)(OCC)C(NC(=O)CC(C)C)C(Cl)(Cl)Cl (stereo not drawn)	-5	0.4	3	-0.1
O=C1CN(O)C(c2ccccc2Cl)=c2cc(Br)ccc2=N1	17	-1.5	6	0.1
N=C1c2ccccc2CN1c1c(Cl)cccc1Cl	13	-1.5	4	0.2
CN1C(=O)C(C2c3ccccc3Oc3c2c(=O)n(C)c(=O)n3C)C(=O)N(C)C1=O (stereo not drawn)	-3	0.9	-4	-1.3
Fc1ccc(CCNCc2c[nH]c3ccccc23)cc1	16	0.9	-6	-0.1
Cc1cc(C)[n+]2nc(-c3ccccc3)sc2c1C#N	7	1.3	3	0.0
O=c1c2ccccc2nc(/C=C/c2ccccc2)n1-c1cccc([N+](=O)[O-])c1	7	0.1	-20	-0.1
